From PubChem
V1R ag counter = agonists of human V1a receptor, primary screen, counter-screen for OXTR agonist project, fluorescence, CHO-V1R cells; Vasopressin V1a receptor (Homo sapiens), P37288; Fluo-8 calcium fluorescence, agonist mode; 0% DMSO, 100% 3 nM vasopressin; activation, % at 3 µM; hit rate 0.25% among 320,000;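 active = activation above the mean activation of all tested compounds plus 3 SD, per screening run, cut at about 20% in these data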;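 note: signal is peak over basal fluorescence ratio across a 100 second FLIPR read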
M1 ag parental = counter-screen for M1 agonists: effect in parental CHO-K1 cells; Fluo-8 calcium fluorescence; scaled to maximal ATP response, vehicle zero; hit rate 0.48% among 360,000; activation, % at 3 µM; in the data active = activation above about 15%;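 note: untransfected CHO-K1 host cells lacking M1 receptor as counterscreen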
GPR7 antag = GPR7 receptor antagonists, primary screen, cell-based, fluorescence, single concentration; AID 1861, 2009; inhibition, % at 4.4 µM; hit rate 1.1% among 290,000; GPR7-expressing cells, fluorescence antagonist assay; in the data active = inhibition above about 16%, passing the limit was not always enough;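 note: cells stimulated with the agonist NPW; 0% = agonist with vehicle and 100% = vehicle without agonist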
Target sequence (P48145 whole entry, looked up): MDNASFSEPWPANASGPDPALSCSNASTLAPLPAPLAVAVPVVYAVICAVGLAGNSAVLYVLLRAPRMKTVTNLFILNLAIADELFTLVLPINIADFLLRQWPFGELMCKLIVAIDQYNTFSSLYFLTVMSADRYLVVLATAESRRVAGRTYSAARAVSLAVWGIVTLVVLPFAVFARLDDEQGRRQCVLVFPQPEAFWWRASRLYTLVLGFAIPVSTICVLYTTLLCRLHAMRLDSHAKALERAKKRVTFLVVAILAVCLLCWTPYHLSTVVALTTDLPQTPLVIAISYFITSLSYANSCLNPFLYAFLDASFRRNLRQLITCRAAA
TAAR1 antag = human TAAR1 antagonists, primary screen, Fluo-8 calcium fluorescence, CHO RD-HGA16 cells; hit rate 1.5% among 360,000; inhibition, % at 3 µM; Trace amine-associated receptor 1 (Homo sapiens), Q96RJ0; antagonist;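 active = inhibition above a per-plate cutoff, the mean inhibition of test compounds on that plate plus 3 SD, cut at about 49% in these data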;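 note: 0% = DMSO plus EC80 beta-PEA response and 100% = DMSO alone without agonist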
Target sequence (Q96RJ0 whole entry, looked up): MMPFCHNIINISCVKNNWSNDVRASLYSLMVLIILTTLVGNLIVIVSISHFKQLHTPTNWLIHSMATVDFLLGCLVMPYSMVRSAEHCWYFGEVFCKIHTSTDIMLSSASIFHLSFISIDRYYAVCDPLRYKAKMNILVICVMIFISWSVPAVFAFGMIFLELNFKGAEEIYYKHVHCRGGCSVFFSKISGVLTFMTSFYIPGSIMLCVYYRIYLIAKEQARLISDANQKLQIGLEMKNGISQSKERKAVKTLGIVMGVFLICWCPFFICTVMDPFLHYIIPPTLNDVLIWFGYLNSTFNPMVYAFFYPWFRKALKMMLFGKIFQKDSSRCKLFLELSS
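Test system – hTAAR1-expressing CHO RD-HGA16 cells, Gα16-coupled · Reagent – β-PEA at EC80 concentration, post-compound challenge · Compound dosing – 3 µM, single point · Timing – 140 s kinetic read after compound, 140 s after agonist · Detection – Fluo-8 intracellular calcium dye fluorescence, real-time kinetic reads · Control set – DMSO and EC80 PEA controls · Repeats – n of 1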
CHO parental Ca = ATP-evoked calcium signal inhibitors, parental CHO, primary screen, counter-screen for OX1R antagonist project, cell-based, fluorescence, Fluo-8 calcium dye. AID 463079, 2010. parental CHO-K1, ATP-induced calcium, Fluo-8 fluorescence. inhibition, % at 5.6 µM. hit rate 0.63% among 330,000;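 active = inhibition above that plate's mean sample inhibition plus 3 SD, cut at about 26% in these data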;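 note: 0% = ATP-challenged DMSO wells and 100% = DMSO wells without ATP; some compounds past the cut are filed as inactive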
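Assay system: parental CHO cells; Read-out basis: percent inhibition of ATP-evoked calcium rise, normalized to controls; Benchmarks: ATP and no-ATP DMSO wells; Compound dosing: single nominal dose of 5.6 µM per compound; Signal: Fluo-8 calcium dye fluorescence; Also added: ATP as calcium-mobilizing challenge; Repeats: singlicate.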
OXTR ag = human OXTR agonists, primary screen, fluorescence, CHO-OTR cells, Fluo-8 calcium; activation, % at 3 µM; Fluo-8 calcium fluorescence; normalized: DMSO 0%, oxytocin 100%; hit rate 0.32% among 320,000; Oxytocin receptor (Homo sapiens), P30559;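 active = activation above the mean of all tested compounds plus 3 SD, cutoff set per screening run, cut at about 20% in these data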;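 note: peak over basal fluorescence ratio from a 100 s FLIPR kinetic read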
Target sequence (P30559 whole entry, looked up): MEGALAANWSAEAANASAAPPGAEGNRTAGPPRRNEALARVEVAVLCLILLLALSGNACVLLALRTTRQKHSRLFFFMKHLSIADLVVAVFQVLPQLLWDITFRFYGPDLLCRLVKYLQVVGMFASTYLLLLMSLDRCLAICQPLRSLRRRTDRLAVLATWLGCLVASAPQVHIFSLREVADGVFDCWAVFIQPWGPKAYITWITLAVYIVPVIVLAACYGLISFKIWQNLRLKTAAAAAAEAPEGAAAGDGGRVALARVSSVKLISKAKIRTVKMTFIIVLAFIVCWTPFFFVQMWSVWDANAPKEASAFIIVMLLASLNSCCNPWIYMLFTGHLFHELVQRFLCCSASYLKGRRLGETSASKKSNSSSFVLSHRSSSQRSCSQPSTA
CHO-K1 Ca PAM = nonselective calcium activators in parental CHO-K1 cells, primary screen, counter-screen for M1 PAM project, cell-based, Fluo-8 calcium fluorescence, full deck, 1536-well; ATP EC20; 0% at ATP EC20, 100% at ATP max; activation, % at 3 µM; hit rate 0.02% among 360,000; AID 602247, 2012;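 active = activation above the run cutoff, the mean activation of all test compounds plus 3 SD, cut at about 40% in these data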;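 note: peak over basal fluorescence ratio in a 140 s read after ATP addition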
OXTR potentiator = human OXTR potentiators, primary screen, fluorescence, CHO-OTR cells, Fluo-8 calcium; Oxytocin receptor (Homo sapiens), P30559; Fluo-8 calcium fluorescence, potentiator mode; 0% = oxytocin EC15, 100% = EC100; activation, % at 3 µM; hit rate 0.061% among 320,000;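 active = activation above that plate's cutoff, the mean activation of tested compounds plus 3 SD, cut at about 6.6% in these data, passing the limit was not always enough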;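 note: 100% uses oxytocin at 75 nM as the full agonist control; some results filed as inactive read as strong as hits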
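Dosing: Single dose, 3.0 µM nominal final compound concentration | Material: Human OTR in CHO cells | Technique: Kinetic Fluo-8 calcium fluorescence | Benchmarks: EC15 oxytocin alone as 0%, 75 nM oxytocin as 100% | Probe or stimulus: Oxytocin at about EC15, sub-maximal agonist stimulus | Incubation: Compound 6 min at room temperature before oxytocin, 100 s read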
CHO-K1 Ca antag = nonselective inhibitor or artifact in parental CHO-K1 cells; ATP-induced calcium, Fluo-8 fluorescence; inhibition, % at 3 µM; hit rate 0.6% among 360,000;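 active = inhibition above a per-plate cutoff, the plate's mean sample inhibition plus 3 SD, cut at about 24% in these data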;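 note: 0% = DMSO plus EC80 ATP and 100% = DMSO alone without ATP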
An asterisk follows results filed as active; . = no result given.

SMILES	V1R ag counter	M1 ag parental	GPR7 antag	TAAR1 antag	CHO parental Ca	OXTR ag	CHO-K1 Ca PAM	OXTR potentiator	CHO-K1 Ca antag
Nn1c(SCC(=O)Nc2ccccc2F)nnc1-c1cccs1	-0.6	1.1	.	-9	2	-1.1	13	-3	-5
CN(C)CCCOc1cccc(Cl)c1	-0.3	0.7	-8	-4	3	-0.6	19	-1	-13
CC1=NN(C(=O)Cn2ccc([N+](=O)[O-])n2)C(O)(C(F)(F)F)C1 (stereo not drawn)	0.4	0.2	6	3	7	0.3	16	-6	-9
CC(C)c1ccccc1-n1c(SCC(=O)N2CCN(c3ccccc3)CC2)nnc1-c1cccnc1	-1.6	-0.1	13	0	-26	-2.5	1	0	-10
CCC(C)C(NC(=O)[C@@H](NC(=O)c1ccccc1F)C(C)C)C(=O)OC (stereo partly drawn)	-0.4	0.3	3	-12	-11	-0.9	8	-4	3
CCCn1nc(C(=O)NC2CCCc3ccccc32)c2ccccc2c1=O (stereo not drawn)	-0.1	2.6	-1	18	-26	-2.1	0	-12	-5
Cc1ccc(S(=O)(=O)N2CCCCC2)cc1NC(=O)COC(=O)c1ccc2c(c1)OCO2	3.8	0.1	-1	6	-3	0.7	8	-6	0
O=C(NCc1ccc(Cl)cc1)C1CCN(S(=O)(=O)c2cccnc2)CC1	0.6	2.8	-7	-9	-7	-0.4	25	0	-10
BrC(=C\c1ccccc1)/C=N/N1CCN(c2ccccn2)CC1	0.1	0.2	3	5	-12	2.1	3	-10	5
Cc1ccc(F)cc1NC(=O)CCNC(=O)c1ccc([N+](=O)[O-])cc1	5.1	1.2	2	-14	0	-0.3	10	0	-9
COc1ccc(CNC(=O)C[C@H]2C[C@H](C(=O)N3CCCCC3)[C@@]3(CCc4ccccc4)c4[nH]c5ccc(Cl)cc5c4CCN3C2=O)cc1OC	.	0.5	.	-18	-12	.	2	.	-20
CCN(CC(=O)Nc1ccccc1C(F)(F)F)C(=O)CCS(=O)(=O)c1ccc(C)cc1	-0.9	0.3	.	-10	-9	-1.3	-17	0	17
O=C(COc1ccccc1[N+](=O)[O-])N/N=C/c1ccncc1	0.7	-0.2	-8	-23	4	0.5	-14	-8	15
Cc1sc2ncn(CC(=O)N3CCN(c4ccccc4)CC3)c(=O)c2c1S(=O)(=O)N1CCOCC1	0.2	0.1	8	-23	-3	0.8	18	-8	4
CCCCCCCN1CCN=C1N(C)C	-0.4	-0.2	.	12	2	0.4	18	-10	-7
COc1ccc(S(=O)(=O)N2CCN(C(=O)NCc3ccc(C)cc3)CC2)cc1	2.2	2.0	-2	-2	9	3.6	0	-6	-10
CCCc1cc(-n2cnc3ccccc32)n2c(nc3ccccc32)c1C#N	-0.6	0.2	-8	5	1	0.0	0	-13	-11
C=CCc1cc(C)ccc1OCCCn1ccnc1	-0.7	2.1	-7	-11	-1	-1.1	15	-2	-12
COC(=O)c1ccc(N2CCN(S(=O)(=O)c3c(C)cc(C)cc3C)CC2)c([N+](=O)[O-])c1	-0.5	0.2	-5	2	-6	-0.1	-2	-16	-1
CC(=O)N1CCN(C(=O)c2ccc(OC3CCN(Cc4ccccn4)CC3)cc2)CC1	1.0	0.5	-18	-10	-3	1.3	-4	-2	0
CCCCCC(=O)N(O)C1CC(=O)N(c2ccccc2)C1=O (stereo not drawn)	0.9	-0.1	6	16	-5	0.3	16	-1	-5
C/C(CC(=O)Nc1cc(C)ccn1)=N\NC(=O)C(=O)Nc1cccc(C)c1	3.2	4.3	-1	0	-9	1.1	13	-8	-8
C#CCNc1c2c(nc3nnnn13)CCCC2	0.0	1.1	-8	-1	-4	1.2	2	2	-10
CC(OC(=O)Cc1c(F)cccc1Cl)C(=O)NC1(C#N)CCCCC1 (stereo not drawn)	-0.6	1.0	.	-25	-7	0.4	-10	5	1
COc1cccc(NC(=O)Cn2c(SCC(=O)N3CCOCC3)nc3ccccc32)c1	0.4	1.4	-10	-22	-12	0.8	29	-1	-19

An excerpt from above in order of molar mass, falling:
SMILES	V1R ag counter	M1 ag parental	GPR7 antag	TAAR1 antag	CHO parental Ca	OXTR ag	CHO-K1 Ca PAM	OXTR potentiator	CHO-K1 Ca antag
COc1ccc(CNC(=O)C[C@H]2C[C@H](C(=O)N3CCCCC3)[C@@]3(CCc4ccccc4)c4[nH]c5ccc(Cl)cc5c4CCN3C2=O)cc1OC	.	0.5	.	-18	-12	.	2	.	-20
Cc1sc2ncn(CC(=O)N3CCN(c4ccccc4)CC3)c(=O)c2c1S(=O)(=O)N1CCOCC1	0.2	0.1	8	-23	-3	0.8	18	-8	4
CC(C)c1ccccc1-n1c(SCC(=O)N2CCN(c3ccccc3)CC2)nnc1-c1cccnc1	-1.6	-0.1	13	0	-26	-2.5	1	0	-10
CCN(CC(=O)Nc1ccccc1C(F)(F)F)C(=O)CCS(=O)(=O)c1ccc(C)cc1	-0.9	0.3	.	-10	-9	-1.3	-17	0	17
BrC(=C\c1ccccc1)/C=N/N1CCN(c2ccccn2)CC1	0.1	0.2	3	5	-12	2.1	3	-10	5
CC(OC(=O)Cc1c(F)cccc1Cl)C(=O)NC1(C#N)CCCCC1 (stereo not drawn)	-0.6	1.0	.	-25	-7	0.4	-10	5	1
CCC(C)C(NC(=O)[C@@H](NC(=O)c1ccccc1F)C(C)C)C(=O)OC (stereo partly drawn)	-0.4	0.3	3	-12	-11	-0.9	8	-4	3
O=C(COc1ccccc1[N+](=O)[O-])N/N=C/c1ccncc1	0.7	-0.2	-8	-23	4	0.5	-14	-8	15
C#CCNc1c2c(nc3nnnn13)CCCC2	0.0	1.1	-8	-1	-4	1.2	2	2	-10

New compounds follow.
SMILES	V1R ag counter	M1 ag parental	GPR7 antag	TAAR1 antag	CHO parental Ca	OXTR ag	CHO-K1 Ca PAM	OXTR potentiator	CHO-K1 Ca antag
CCCCn1c(CCCNC(=O)CC)nc2ccccc21	-0.1	0.2	-13	-12	-18	-0.8	13	-1	-8
O=C(CN1CCc2ccccc21)NCc1ccc2c(c1)OCO2	0.8	-0.1	-5	-8	-6	0.1	-16	-4	29*
O=C(OCC#CCSc1nc2ccccc2o1)c1ccco1	-0.9	5.5	-16	-1	-4	-0.2	21	7	-18
C=CCn1c(SCC(=O)Nc2ccc(OC)cc2)nnc1-c1cnccn1	0.3	0.9	-4	-24	-11	0.3	14	0	-16
COc1ccc(Cl)cc1-c1nc(SCC(=O)NC(C)(C)C)n[nH]1	0.0	5.2	-11	-15	3	0.2	13	-2	-7
O=C(NCc1cccnc1)C1c2ccccc2C(=O)N1C1CCCCCCC1 (stereo not drawn)	-1.2	0.4	-9	7	-17	-0.5	10	-9	-24
O=C(NCc1cccnc1)C(=O)Nc1nccs1	1.4	.	-9	.	-11	0.5	.	1	.
CC(=O)Nc1ccc(Nc2cc(C)c3ccccc3n2)cc1	1.4	2.0	-17	-4	-13	0.8	4	-6	1
CN(C(=O)COC(=O)C1COc2ccccc2O1)c1c(N)n(Cc2ccccc2)c(=O)[nH]c1=O (stereo not drawn)	-0.6	1.0	.	-6	-6	1.0	-14	-8	9
Cc1ccnc(NC(=O)CCS(=O)(=O)c2ccccc2)c1	0.1	0.8	-2	-4	0	0.8	3	-4	-10
Cc1csc(NC(=O)CSc2nnc(-c3ccc(Cl)cc3)n2N)n1	0.1	-0.5	-19	-8	-24	-0.2	4	-3	-8
Cc1ccc(S(=O)(=O)CC(=O)N2CCOCC2)cc1	1.3	0.7	-11	-13	0	1.1	12	-21	-15
CCn1c(SCC(=O)N/N=C/c2cc(OC)c(OC)c(OC)c2)nc2ccccc21	-0.2	3.8	-6	7	-14	0.1	19	-3	-7
Cc1nc2ccccn2c1C(=O)/C=C/c1cccc([N+](=O)[O-])c1	1.5	0.2	-7	4	0	0.9	14	-3	-6
Fc1ccc(-n2cc(CNCCc3ccncc3)c(-c3ccccc3Cl)n2)cc1	1.5	1.1	6	-18	-21	2.6	35	-11	-23
CC(C)(C)OC(=O)N1CCC(C(=O)Nc2cccc(C(=O)NCCCCc3ccccc3)c2)CC1	.	1.3	.	66*	.	.	16	.	-10
Nc1c(C(=O)NCc2ccco2)nnn1CC(=O)Nc1ccccc1	1.3	0.3	-9	-8	-2	0.7	19	-4	-7
S=C(NCc1ccccc1)N/N=C/c1cccs1	0.4	0.1	-16	-8	1	-1.6	-2	-16	5
CCOC(=O)Cc1csc(NC(=O)c2cc(C)c(C)s2)n1	5.9	6.3	.	-9	-2	5.3	-6	-9	-9
Cc1ccc(S(=O)(=O)N2[C@@H](c3ccc(Br)cc3)C(C(=O)O)=CC[C@H]2c2ccc3c(c2)OCO3)cc1	0.8	0.6	.	7	-14	1.3	14	2	-6
O=c1oc2ccccc2c(O)c1/C=C1\C=Nc2ccccc21	3.8	0.9	-8	-7	8	4.4	-1	-12	15
O=C(OCc1nnc(-c2ccc([N+](=O)[O-])cc2)o1)C1CCN(C(=O)c2ccc(F)cc2)CC1	4.3	5.0	.	-7	-14	2.7	2	-7	-15
COC(=O)c1ccc(-n2nnnc2SC)cc1	1.0	0.7	-6	-3	2	0.7	7	0	0
Cc1ccnc(NC(=O)CNC(=O)c2ccccc2Br)c1	6.9	0.1	-21	-10	-8	-0.9	1	-3	-1
COc1ccc(S(=O)(=O)NCCSCc2ccco2)cc1OC	1.6	1.8	-9	4	-11	1.1	20	-6	-15
COc1cccc(/C=C2\SC(N3CCCC(C)C3)=NC2=O)c1OC (stereo not drawn)	-0.1	3.4	-12	12	-12	-1.9	19	-15	-8
COC(c1ccccc1)c1nnc(CCC(=O)N2CCN(CCOc3ccccc3)CC2)o1 (stereo not drawn)	1.1	-0.1	-5	16	-2	-1.4	-14	-9	12
O=S(=O)([N-]c1nc2ccccc2nc1-[n+]1ccccc1)c1ccc(F)cc1	0.2	0.4	-8	-32	6	1.1	25	6	-15
Cc1onc(-c2cccc(Cl)c2Cl)c1C(=O)O/N=C(\N)c1ccc([N+](=O)[O-])o1	-0.5	0.6	31*	7	-2	-1.3	0	-11	4
